NCI-60 one-dose screen, 48 h, at 10 µM unless noted. Numbers give growth in % (100 = growth as untreated, 0 = no growth, -100 = all killed).
OVCAR-4: OVCAR-4 ovarian cancer cells | 80,000 tested, 3.7% active
OVCAR-5: OVCAR-5 ovarian cancer. 82,000 tested, 2.9% active
RXF 393: RXF 393 renal cancer cells; 77,000 tested, 6.9% active; AID 1794773
OVCAR-8: OVCAR-8 ovarian cancer; 81,000 tested, 4.4% active
A498: A498 renal cancer cells. 76,000 tested, 5.4% active. AID 1794774
CAKI-1: CAKI-1 renal cancer; 75,000 tested, 4.7% active; AID 1794772
OVCAR-3: OVCAR-3 ovarian cancer; 79,000 tested, 7% active
ACHN: ACHN renal cancer | 81,000 tested, 4.9% active | AID 1794771
* marks the source's active call; other numbers are inactive results; x = no result given; & = joins results of further samples. The calls were made as follows: active = growth percent below 10; inactive = the rest. Hits appear at their usual frequency. About 10% of those tested had a hit in this group.

SMILES	OVCAR-4	OVCAR-5	RXF 393	OVCAR-8	A498	CAKI-1	OVCAR-3	ACHN
COc1ccc(-c2nc(SC(C)C)nc(Nc3ccc(/C(C)=N\NC(N)=S)cc3)c2C#N)cc1	108	108	110	104	106	107	107	94
O=C(N/N=C/c1ccc(F)cc1)c1[nH]c2ccc(I)cc2c1-c1ccccc1	37	x	40	46	39	5.1*	5.5*	36
COc1ccc(C2=NN(C(C)=O)C(c3ccc(Cl)cc3)C2)cc1S(=O)(=O)Nc1cccnc1 (stereo not drawn)	101	96	113	98	89	89	105	99
COc1cccc(-c2cnco2)c1OCc1c(C)c(COc2c(OC)cccc2-c2cnco2)c(C)c(COc2c(OC)cccc2-c2cnco2)c1C	7.5*	75	46	57	-14*	89	63	30
COc1ccc(NC(C)=O)c([N+](=O)[O-])c1	129	122	119	98	101	105	109	128
O=C1NC(=NC(=O)c2ccccc2)S/C1=C/c1cccs1	87	99	99	103	56	90	110	102
CCN(CC)CCCNc1ncnc(NCCCN(CC)CC)n1	111	114	98	94	72	101	106	112
CC(C)CCOC(=O)C(O)c1ccccc1 (stereo not drawn)	108	101	110	112	95	x	116	100
COc1ccc(-c2nc3sccn3c2-c2ccnc(NCCNS(=O)(=O)c3ccc(C)cc3)n2)cc1	93	117	73	73	97	83	81	81
O=C(COc1cccc(/C=C2\CSc3ccccc3C2=O)c1)c1ccc(Cl)cc1	81	20	x	-4.7*	54	-65*	58	-66*
COc1ccc(CN2C(=O)/C(=C\C(=O)c3ccc(OCCN4CCCCC4)cc3)c3ccccc32)cc1	45	76	62	81	88	x	44	49
CCOC(=O)c1c2c(c(-c3ccc(OC)cc3)n1Cc1ccccc1)CCCc1cnoc1-2	83	104	93	92	106	69	x	96
CCc1nc2c([nH]1)C(=O)c1ccccc1C2=O	84	98	99	102	71	98	100	94
CC(=O)c1c(C)nc(-c2ccc(F)cc2)nc1-c1cccc(Oc2ccccc2)c1	91	99	104	95	84	87	103	102
CCOC(=O)c1ccc(Nc2ncnc3ccc(NC(=O)c4ccccc4)cc23)cc1	89	96	81	87	106	x	94	94
CCOC(=O)c1cn2c3c(cc(C)cc3c1=O)C(=O)/C(=C/c1ccccc1)C2	88	90	75	82	87	73	97	91
COC(=O)C1(CC(=O)c2c(C)[nH]c3ccccc23)NC(=S)NC(=O)C1C#N (stereo not drawn)	106	99	105	119	114	86	125	100
O=C(Cn1c(-c2ccccc2)nc2cc(Cl)c(Cl)cc21)N=Nc1c(O)[nH]c2ccc(Br)cc12	96	91	54	92	x	82	x	95
O=C(/C=C/c1cccs1)c1ccc(OCc2nnc(-c3ccc(Cl)cc3)o2)cc1	83	103	90	96	109	88	103	101
CC(C)(O)Cc1ccccc1	106&106	97&89	106&98	111&103	83&102	107	105&111	103&102
COc1cc([N+](=O)[O-])ccc1NC1CCC(=O)N1 (stereo not drawn)	99	93	114	107	x	98	101	100
COc1ccc(-c2cc(=O)n(-c3nc4ccccc4[nH]3)[nH]2)cc1OC	94	93	3.5*	65	31	39	90	58
CS(=O)(=O)c1ccc(-c2nc3cc(Cl)ccc3n2CC(=O)NO)cc1	88	100	95	88	101	94	96	94
Cc1ccc2nc(C)c(-c3nnc(SCc4ccc([N+](=O)[O-])cc4)o3)n2c1	71	93	27	62	45	82	92	68
CC(=O)OC[C@@]1(C)[C@H]2CCC3(CO3)[C@@H](C/C=C3/C(=O)OC[C@H]3OC(C)=O)[C@]2(C)CC[C@H]1OC(C)=O (stereo partly drawn)	92	99	92	105	110	89	83	70
Cc1ccc(S(=O)(=O)NCCCNc2nccc(-c3cn(C(C)(C)C)nc3-c3ccc(F)c(O)c3)n2)cc1	67	116	98	99	84	98	103	98
Nc1ncccc1O	98	99	76	81	100	57	131	5.6*
O=c1c(=O)n(CCO)n(CCO)c(=O)n1CCO	123	95	107	107	100	106	122	100
COc1ccc(-c2nn(-c3ccccc3)cc2C2CC(c3cc4ccccc4oc3=O)=NN2c2ccc(S(N)(=O)=O)cc2)cc1 (stereo not drawn)	94	103	104	99	101	81	106	98
O=C(O)CCC/C=C\C[C@H]1C=CC(=O)/C1=C/C[C@@H](O)C/C=C\CC(F)(F)F	92	136	109	77	107	106	76	113
c1ccc2c(c1)Cc1cc3ccccc3nc1-2	107	90	135	89	109	88	95	90
CCOC(=O)c1cc2c([nH]c1=O)-c1cnn(-c3ccc(OC)cc3)c1CC2	93	102	98	102	83	93	106	100
COc1ccc(C2=NN(C(C)=O)C(c3ccc(Oc4nc5c(c(=O)n(C)c(=O)n5C)n4C)c(OC)c3)C2)cc1 (stereo not drawn)	94	107	95	89	83	103	108	99
N#CC1C(=O)NC(=O)C(C#N)C12c1ccccc1Oc1ccccc12 (stereo not drawn)	101	89	88	103	96	77	123	98
CCOC(=O)C(CC)(CC(C)C)C(=O)OCC	108	103	115	99	102	96	110	102
S=C(NC1CCCCC1)NN1CCCCCC1	98	107	104	103	96	x	127	113
COc1cc(OC)c(C(=O)O)c(OC)c1OC	97	105	126	104	110	x	109	104
COc1ccc(/C=C/C(=O)c2ccc(NC(=O)N3CCN(c4cc5c(cc4F)c(=O)c(C(=O)O)cn5C4CC4)CC3)cc2)cc1OC	106	100	108	106	x	94	108	106
CC1(C)CC(=O)C2=C(C1)N(c1ccc(F)cc1F)C(N)=C(C#N)C2c1ccc(Br)cc1F (stereo not drawn)	109	107	106	102	x	98	111	101
O=C(CCN1CCOCC1)c1ccc([N+](=O)[O-])cc1	106	111	109	127	118	106	120	108
N#Cc1c(-c2cccs2)nc(N2N=C(c3ccccc3)CC2c2ccccc2)[nH]c1=O (stereo not drawn)	96	116	119	104	93	x	107	102
CCOC(=O)C(CCC(=O)OC)C(=O)OCC	102	99	114	101	104	113	114	104
O=C(O)c1cccc([N+](=O)[O-])c1-c1c(C(=O)O)cccc1[N+](=O)[O-]	96	109	102	111	91	91	108	112
O=C1O[C@H](C(O)CO)C(O)=C1O (stereo partly drawn)	124	109	x	103	82	102	118	109
O=C(/C=C/c1cccc(F)c1)c1cccc(OCCCOc2cccc(C(=O)/C=C/c3cccc(F)c3)c2)c1	75	78	70	68	91	90	75	89
CC(C)(C)C1CCC(N)CC1 (stereo not drawn)	106	101	111	103	98	96	106	110
N#Cc1c(NC(=O)c2ccccc2)nn2c3c(cnc12)CCC3	104	95	102	101	69	89	106	96
COc1cc2cc(Oc3ccc(NC(=O)Nc4ccccc4)cc3)c(C)nc2cc1OC	70	100	77	72	54	89	67	84
CC(=O)C(N=Nc1ccc(-c2ccc(N=NC(C(C)=O)C(=O)Nc3ccccc3C)c(Cl)c2)cc1Cl)C(=O)Nc1ccccc1C (stereo not drawn)	106	98	x	101	89	98	115	98
O=C1c2cccc3cccc(c23)C(=O)N1C/C=C/c1ccc2c3c(cccc13)C(=O)N(CCN1CCOCC1)C2=O	109	105	97	93	78	93	104	97
Cc1cc(C)cc(Oc2ccccc2C(=O)O)c1	99	103	108	101	92	x	114	105
CSC1=Nc2c(c(C)c(-c3ccccc3)n2CCCCCC(=O)O)C2=NC(=O)CN12	82	100	107	69	101	109	118	136
N=c1o[n-][n+](-c2ccccc2)c1-c1ccccc1	207	99	103	100	151	109	183	103
CC1(C)CC[C@]2(C(=O)OC(=O)[C@]34CCC(C)(C)C[C@@H]3C3=CC[C@@H]5[C@@]6(C)CCCNC(C)(C)[C@@H]6CC[C@@]5(C)[C@]3(C)CC4)CC[C@]3(C)C(=CC[C@@H]4[C@@]5(C)CCCNC(C)(C)[C@@H]5CC[C@]43C)[C@H]2C1	94	105	x	104	104	91	101	102
COc1ccc(-c2cn(-c3cccc(C(=O)/C=C/c4cc(OC)c(OC)c(OC)c4)c3)c(=O)[nH]2)cc1	25	x	-53*	12	63	-12*	-14*	-50*
Cc1nc([P+](c2ccccc2)(c2ccccc2)c2ccccc2)c(N2CCCCC2)o1	20	54	67	20	35	78	19	88
CC1=C(C)C(=O)C(Nc2ccc(C(=O)OC(C)(C)C)cc2)=C(Cl)C1=O	101	106	109	104	87	97	106	106
COc1ccc(NC(=O)c2ccc(-c3ccccc3)cc2)c(C(N)=O)c1	115	112	x	108	97	103	97	102
Cc1ccc(NC(=O)c2cccc(CN3CCN(C)CC3)c2)cc1Oc1ccc(-c2[nH]nc3ncnc(N)c23)cc1	82	81	23	83	89	59	80	93
COc1ccc(C2CC(c3ccc(OC)c(OC)c3)=NN2C(=O)c2cc(OC)c(OC)c(OC)c2)cc1 (stereo not drawn)	59	67	-21*	34	x	12	-45*	49

Sorted by count of non-hydrogen atoms (smallest number first): some entries from above
SMILES	OVCAR-4	OVCAR-5	RXF 393	OVCAR-8	A498	CAKI-1	OVCAR-3	ACHN
CC(C)(C)C1CCC(N)CC1 (stereo not drawn)	106	101	111	103	98	96	106	110
Cc1nc([P+](c2ccccc2)(c2ccccc2)c2ccccc2)c(N2CCCCC2)o1	20	54	67	20	35	78	19	88
COc1ccc(-c2cn(-c3cccc(C(=O)/C=C/c4cc(OC)c(OC)c(OC)c4)c3)c(=O)[nH]2)cc1	25	x	-53*	12	63	-12*	-14*	-50*

In another format: two of the compounds above
Results follow in this order: OVCAR-4	OVCAR-5	RXF 393	OVCAR-8	A498	CAKI-1	OVCAR-3	ACHN
CC(=O)C(N=Nc1ccc(-c2ccc(N=NC(C(C)=O)C(=O)Nc3ccccc3C)c(Cl)c2)cc1Cl)C(=O)Nc1ccccc1C (stereo not drawn)
→ 106	98	x	101	89	98	115	98
O=C1c2cccc3cccc(c23)C(=O)N1C/C=C/c1ccc2c3c(cccc13)C(=O)N(CCN1CCOCC1)C2=O
→ 109	105	97	93	78	93	104	97

The list continues:
SMILES	OVCAR-4	OVCAR-5	RXF 393	OVCAR-8	A498	CAKI-1	OVCAR-3	ACHN
COc1cc(C2C3=C(COC3=O)Nc3cc4c(cc32)CCC4)cc2c1OCO2 (stereo not drawn)	44	x	30	25	26	37	-48*	x
NS(=O)(=O)c1ccc(NC(=O)CSc2nc3nc(-c4cccs4)cc(-c4cccs4)c3c(=O)[nH]2)cc1	91	98	34	100	47	71	110	55
c1ccc(CN2CCc3c(sc4ncnc(N5CCOCC5)c34)C2)cc1	102	94	97	99	85	91	x	99
COc1ccc(OC)c(-c2cc(-c3ccc(Cl)cc3)c(C#N)c(SC)n2)c1	54	92	39	43	93	51	67	55
CCOC(=O)NN(C(=O)OCC)c1c(C)cccc1C	107	111	119	108	95	102	118	102
CCS/C(Nc1ccccc1)=C(\C#N)C(=O)N/N=C/c1ccc(Cl)cc1Cl	56	73	2.6*	29	-2.1*	32	1.5*	38
CCCC(CCC)NCCO	103	108	105	99	116	101	109	102
CS(=O)(=O)c1ccc(-c2nc3ccccn3c2-c2nc3ccc(Cl)cc3[nH]2)cc1	95	110	97	93	78	85	104	89
O=C1Cc2cc(CCN3CCNCC3)c(Cl)cc2N1	81	65	40	x	66	63	83	64
COc1ccc(-c2cc(-c3ccccc3)nn(CC(=O)N3CCN(c4ccc(F)cc4)CC3)c2=O)cc1	100	104	104	105	90	97	107	100
O=c1[nH]c(-c2ccncc2)nc2sc3c(c12)CCCCCC3	1.2*	80	-1.7*	69	70	68	74	50
CC(=O)OCC(c1ccccc1)c1ccccc1	102	111	109	105	99	90	104	111
COc1ccc2nccc(Cl)c2c1	118	102	105	108	95	97	102	106
CN(C)c1ccc(C2N(C)CCN2C)cc1	107	x	98	111	102	96	105	109
Cc1cc2c(cc1C)NC1C(=O)C(c3ccccc3Cl)OC1=N2 (stereo not drawn)	101	96	105	101	111	87	109	94
Cc1cc2ccccc2c2cc3ccccc3cc12	94	87	98	99	88	89	100	93
CCCCOc1nc2ccccc2cc1/C=C/C(=O)c1c(O)c2ccccc2oc1=O	114	101	134	88	119	93	114	100
N#Cc1c2c([nH]c(=O)c1C#N)/C(=C/c1cccnc1)CC2	107	95	114	105	100	107	99	98
Nc1nc(=S)cc(Nc2ccccc2Cl)[nH]1	98	107	108	97	98	x	110	103
CCOc1ccc(CN2CCN(CC(O)COc3ccc(OCC(O)CN4CCN(Cc5ccc(OCC)cc5)CC4)cc3)CC2)cc1 (stereo not drawn)	70	93	118	89	103	102	62	99
CC(C)=NNC(=O)c1ccncc1	107	103	103	102	98	x	107	116
CCn1c2ccccc2c2cc(NC(=O)N3CCCCC3)ccc21	91	94	96	97	91	97	109	88
CCCSc1nnc(-c2ccc(-c3ccccc3)nc2C)o1	101	107	110	100	82	96	x	100
Nc1nonc1-c1nc2ccccc2n1CC(=O)Nc1ccc(OC(F)(F)F)cc1	96	97	102	102	89	87	119	102
COc1ccc(/C=c2/nc3n(-c4ccccc4)c4nc5c(n4n-3c2=O)C(=N)C(=S)N5)cc1	108	109	105	87	101	89	109	102
Cc1cccc(N2C(=O)/C(=C3\SC(=S)N(c4cccc(C)c4)C3=O)SC2=S)c1	98	98	107	94	98	98	x	100

Gathered by group, those above with a cyano group
SMILES	OVCAR-4	OVCAR-5	RXF 393	OVCAR-8	A498	CAKI-1	OVCAR-3	ACHN
COc1ccc(-c2nc(SC(C)C)nc(Nc3ccc(/C(C)=N\NC(N)=S)cc3)c2C#N)cc1	108	108	110	104	106	107	107	94
COC(=O)C1(CC(=O)c2c(C)[nH]c3ccccc23)NC(=S)NC(=O)C1C#N (stereo not drawn)	106	99	105	119	114	86	125	100
N#CC1C(=O)NC(=O)C(C#N)C12c1ccccc1Oc1ccccc12 (stereo not drawn)	101	89	88	103	96	77	123	98
CC1(C)CC(=O)C2=C(C1)N(c1ccc(F)cc1F)C(N)=C(C#N)C2c1ccc(Br)cc1F (stereo not drawn)	109	107	106	102	x	98	111	101
N#Cc1c(-c2cccs2)nc(N2N=C(c3ccccc3)CC2c2ccccc2)[nH]c1=O (stereo not drawn)	96	116	119	104	93	x	107	102
N#Cc1c(NC(=O)c2ccccc2)nn2c3c(cnc12)CCC3	104	95	102	101	69	89	106	96
COc1ccc(OC)c(-c2cc(-c3ccc(Cl)cc3)c(C#N)c(SC)n2)c1	54	92	39	43	93	51	67	55
CCS/C(Nc1ccccc1)=C(\C#N)C(=O)N/N=C/c1ccc(Cl)cc1Cl	56	73	2.6*	29	-2.1*	32	1.5*	38
N#Cc1c2c([nH]c(=O)c1C#N)/C(=C/c1cccnc1)CC2	107	95	114	105	100	107	99	98
